From PubChem
USP28 block: inhibitors of human USP28 deubiquitinase | Ubiquitin carboxyl-terminal hydrolase 28 (Homo sapiens), Q96RU2 | purified USP28, Ub-rhodamine cleavage fluorescence, 30 min | inhibition, % at 25 µM | 3% of 47,000 active
USP17 inh: inhibitors of human USP17 deubiquitinase | Ubiquitin carboxyl-terminal hydrolase 17-like protein 5 (Homo sapiens), A8MUK1 | purified USP17, Ub-rhodamine cleavage fluorescence, 3 h | inhibition, % at 50 µM | 6.5% of 47,000 active | AID 1645855, 2021
Target sequence (A8MUK1 whole entry, looked up): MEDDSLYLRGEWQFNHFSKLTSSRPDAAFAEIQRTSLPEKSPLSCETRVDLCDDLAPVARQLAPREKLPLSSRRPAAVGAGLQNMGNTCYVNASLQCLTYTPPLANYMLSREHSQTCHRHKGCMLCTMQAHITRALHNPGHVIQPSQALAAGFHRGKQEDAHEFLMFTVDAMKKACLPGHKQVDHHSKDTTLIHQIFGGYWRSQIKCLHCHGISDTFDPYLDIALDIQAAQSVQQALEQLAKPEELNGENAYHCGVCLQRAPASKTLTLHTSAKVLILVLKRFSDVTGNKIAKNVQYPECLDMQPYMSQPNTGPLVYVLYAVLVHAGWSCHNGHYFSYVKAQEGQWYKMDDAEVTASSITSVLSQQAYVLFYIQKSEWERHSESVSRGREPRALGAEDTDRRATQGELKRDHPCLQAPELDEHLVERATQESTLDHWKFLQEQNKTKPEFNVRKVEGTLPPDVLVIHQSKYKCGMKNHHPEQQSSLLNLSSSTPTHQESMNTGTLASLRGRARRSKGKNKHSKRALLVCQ
UCHL1 block: inhibitors of human UCHL1 deubiquitinase. Ubiquitin carboxyl-terminal hydrolase isozyme L1 (Homo sapiens), P09936. purified UCHL1, Ub-rhodamine cleavage fluorescence. inhibition, % at 20 µM. 0.2% of 47,000 active. AID 1645859, 2021
Target sequence (P09936 whole entry, looked up): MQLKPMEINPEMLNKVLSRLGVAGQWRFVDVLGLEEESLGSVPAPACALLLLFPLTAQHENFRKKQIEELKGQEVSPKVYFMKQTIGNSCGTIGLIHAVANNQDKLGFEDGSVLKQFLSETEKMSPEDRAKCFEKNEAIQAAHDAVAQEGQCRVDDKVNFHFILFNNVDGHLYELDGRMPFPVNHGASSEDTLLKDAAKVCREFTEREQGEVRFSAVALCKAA
OTUD3 inh: inhibitors of human OTUD3 deubiquitinase. purified OTUD3, Ub-rhodamine fluorescence, 2 h. inhibition, % at 25 µM. 0.7% of 47,000 active. AID 1645858, 2021
USP8 inh: inhibitors of human USP8 deubiquitinase. Ubiquitin carboxyl-terminal hydrolase 8 (Homo sapiens), P40818. purified USP8, Ub-rhodamine cleavage fluorescence, 30 min. inhibition, % at 20 µM. 4.2% of 47,000 active
USP10 block: inhibitors of human USP10 deubiquitinase | Ubiquitin carboxyl-terminal hydrolase 10 (Homo sapiens), Q14694 | purified USP10, Ub-rhodamine fluorescence, 60 min | inhibition, % at 20 µM | 1.1% of 47,000 active | AID 1645856, 2021
USP30 block: inhibitors of human USP30 deubiquitinase | AID 1645860, 2021 | inhibition, % at 25 µM | purified USP30, Ub-rhodamine cleavage fluorescence | Ubiquitin carboxyl-terminal hydrolase 30 (Homo sapiens), Q70CQ3 | 5.3% of 47,000 active
USP7 inh: inhibitors of human USP7 deubiquitinase. purified USP7, Ub-rhodamine cleavage fluorescence. inhibition, % at 20 µM. 0.3% of 47,000 active. AID 1645854, 2021
An asterisk follows results filed as active; i = inactive; . = no result given. Rule as the data show it: active = inhibition above about 30%; inactive = the rest.

USP10 block,UCHL1 block,USP7 inh,USP8 inh,USP28 block,USP17 inh,OTUD3 inh,USP30 block,SMILES
2,5,6,-4,5,2,8,12,CC(C)N1CNc2c(c(=O)[nH]c(=O)n2CCc2ccccc2)C1
-7,1,-3,0,-8,-9,-5,-86,COC(=O)Cc1sc(N2CCOCC2)nc1-c1ccccc1
4,10,15,-7,-9,-1,-8,-34,Cc1c(C(=O)N2CCN(c3ccc(F)cc3)CC2)oc2c1C(=O)CC(C)(C)C2
1,0,-1,11,7,11,11,4,O=C(C1CCC1)N1CCCn2nc(-c3cccnc3)cc2C1
3,0,2,4,0,-38,-16,-2,Cc1ccc(C2CC(=O)C3=C(C2)Nc2ccccc2N(C(=O)c2ccccc2)C3c2ccc(C)cc2)cc1 (stereo not given)
-1,-2,2,-5,-5,0,0,-13,CC(C)(C)c1ccc(NC(=O)c2ccc3c(c2)S(=O)(=O)N=C2CCCCCN23)cc1
-2,1,1,-1,31*,12,0,-8,CC(C)(C)c1ccccc1NC(=O)c1ccc2c(c1)SC1=NS(=O)(=O)CCN12
3,4,6,8,18,2,3,1,Cc1nccn1Cc1nc(-c2ccccc2)no1
0,-5,-2,2,-8,-3,0,8,CC(C)C(=O)NC1CCc2ncc(C(F)(F)F)n2C1 (stereo not given)
-3,0,2,-16,-17,-14,-8,-36,CCC(=O)Nc1c(C)noc1/C=C\c1ccc(S(=O)(=O)Nc2ccccc2CC)cc1
1,-1,-5,8,3,0,5,5,Cc1c(C(=O)O)sc2c1C(=O)NS2(=O)=O
0,3,3,-3,-2,1,-11,-43,Cc1ccc(NC(=O)CC2=NS(=O)(=O)c3ccccc3N2)c(C)c1
-1,0,-2,10,-45,-42,-170,-111,CCOc1ccc(C2=NC3(CCN(C(C)=O)CC3)NC(c3ccccc3O)C2)cc1 (stereo not given)
-2,1,0,3,5,0,-3,-8,CC1CCCCN1Cc1nc(Cn2ccn3nc(-c4ccccc4)cc3c2=O)no1 (stereo not given)
3,1,0,13,4,6,4,12,O=C(CC[C@@H]1NC(=O)N(Cc2ccc3c(c2)OCO3)C1=O)NCc1cccc(Cl)c1
3,7,6,-10,1,-23,1,17,O=S(=O)(c1cccc(Cl)c1F)N1CCC2(CC1)CC2c1nc(-c2cccnc2)no1 (stereo not given)
-3,-1,-5,-4,1,-17,0,-1,C=C1CO[C@]2(O)C[C@H](C)[C@H]3C[C@H](O)C(C)=C[C@@H]3[C@]12O
0,1,-8,15,13,5,11,5,Cc1ccc2[nH]c3c(=O)n(CCN4CCCC4)cnc3c2c1
-4,-1,-13,25,17,47*,6,25,Fc1ccc(F)c(-c2nnc(-c3ccc(-n4ccnc4)nc3)o2)c1
2,7,-4,-2,5,-4,10,-51,COc1cccc(Cn2cc(-c3ccccc3)cc(C#N)c2=O)c1
-1,1,3,0,2,59*,0,25,CNc1nc2c(c(=O)n1Cc1ccccc1)CN(C(=O)c1ccc(CN)cc1)CC2
1,-2,3,-121,-7,-19,-3,2,NC(=O)C[C@H](NC(=O)[C@H](Cc1ccccc1)n1c(=O)[nH]c2ccccc2c1=O)C(=O)N1CCC(C(=O)O)CC1
-5,-5,-6,-10,-14,-16,-16,-50,Cc1noc(CN2CCC3(CC2)CC3c2nnc(-c3cccc(F)c3)o2)n1 (stereo not given)
-5,0,-1,18,10,2,10,7,Clc1cccc(CN2CCC(N3CCc4ccccc4C3)CC2)c1
0,-14,-15,-21,-61,-78,-41,-250,Cc1cc(C)n(CC2CCCN2Cc2nnc(C3CC3)o2)n1 (stereo not given)
0,2,-1,0,.,-2,15,.,CN1CCC2(CC1)CN(S(=O)(=O)c1ccccc1)c1ccccc12
-2,-2,3,-4,-14,-5,-4,-8,CC(=O)NCC(=O)N1[C@H](Cc2cccc(F)c2)C[C@@H]2NC(=O)CCCC[C@H]21
-1,3,4,34*,20,47*,13,-14,CCOc1ccc(NC(=O)CSCc2nc(-c3ccc(OC)c(OC)c3)no2)cc1
9,0,9,18,6,15,6,13,COc1cccc(-c2nnc(-c3ccccc3NC(=O)c3ccc(Cl)cc3Cl)o2)c1
-6,-1,-2,6,-12,-12,-6,-51,Cc1ccccc1C1c2[nH]c3ccccc3c2C[C@H]2C(=O)N(C3CC3)CC(=O)N12 (stereo not given in full)
1,0,-12,-4,-6,-14,-8,-6,CCc1ccccc1N(CC(=O)NCc1ccccc1)C(=O)CCC(=O)Nc1nccs1
0,0,3,1,-4,-10,-5,7,Cc1cn2c3c(=O)[nH]c(=O)n(C)c3nc2n1-c1ccccc1
2,0,-2,2,0,-3,-8,-15,CCOc1ccc(-n2nnnc2CNC(=O)NCc2ccccc2)cc1
2,-2,0,0,-6,1,-6,2,COc1cccc(NS(=O)(=O)c2ccc3c(c2)NC(=O)CC(C)S3)c1 (stereo not given)
-9,-32,-24,-131,-310,-164,-214,i,CC(=O)Nc1ccc(Cc2nc(-c3ccc4c(c3)nc(C)c(=O)n4C3CCCC3)no2)cc1
1,0,1,5,4,5,5,8,O=c1[nH]c2nc(NCC3COCCO3)ncc2c(=O)n1C1CCCC1 (stereo not given)
0,-1,4,15,7,10,10,23,CCOC(=O)c1nnc(CS(=O)(=O)c2ccccc2)o1
-3,0,2,-3,-3,6,-1,-7,O=C(Cn1cccnc1=O)N1CCC[C@@]2(C[C@@H](Oc3ccccc3)CO2)C1
-2,0,3,-2,7,-12,0,19,C=CCc1ccc(O[C@H]2O[C@@H](CO[C@@H]3O[C@@H](C)[C@H](O)[C@@H](O)[C@H]3O)[C@H](O)[C@@H](O)[C@@H]2O)c(OC)c1
1,0,-2,0,6,3,0,6,O=C(Nc1ccccc1C(F)(F)F)N1CCCC(CN2CCc3ccccc3C2)C1 (stereo not given)

Reformatted: entries from further up.
smiles	USP10 block	UCHL1 block	USP7 inh	USP8 inh	USP28 block	USP17 inh	OTUD3 inh	USP30 block
COc1cccc(-c2nnc(-c3ccccc3NC(=O)c3ccc(Cl)cc3Cl)o2)c1	9	0	9	18	6	15	6	13
Cc1ccccc1C1c2[nH]c3ccccc3c2C[C@H]2C(=O)N(C3CC3)CC(=O)N12 (stereo not given in full)	-6	-1	-2	6	-12	-12	-6	-51
CCc1ccccc1N(CC(=O)NCc1ccccc1)C(=O)CCC(=O)Nc1nccs1	1	0	-12	-4	-6	-14	-8	-6
Cc1cn2c3c(=O)[nH]c(=O)n(C)c3nc2n1-c1ccccc1	0	0	3	1	-4	-10	-5	7
CCOc1ccc(-n2nnnc2CNC(=O)NCc2ccccc2)cc1	2	0	-2	2	0	-3	-8	-15
COc1cccc(NS(=O)(=O)c2ccc3c(c2)NC(=O)CC(C)S3)c1 (stereo not given)	2	-2	0	0	-6	1	-6	2
CC(=O)Nc1ccc(Cc2nc(-c3ccc4c(c3)nc(C)c(=O)n4C3CCCC3)no2)cc1	-9	-32	-24	-131	-310	-164	-214	i
O=c1[nH]c2nc(NCC3COCCO3)ncc2c(=O)n1C1CCCC1 (stereo not given)	1	0	1	5	4	5	5	8
CCOC(=O)c1nnc(CS(=O)(=O)c2ccccc2)o1	0	-1	4	15	7	10	10	23

Next results.
USP10 block,UCHL1 block,USP7 inh,USP8 inh,USP28 block,USP17 inh,OTUD3 inh,USP30 block,SMILES
8,1,3,-5,-19,-4,-15,-55,CCCSc1nnc(NC(=O)C(=O)c2c[nH]c3ccccc23)s1
-3,-1,3,-20,0,-7,0,-23,Cc1cccc(S(=O)(=O)N2CCC3(CC2)OC(C(=O)N2CCCC2)Cn2ccnc23)c1 (stereo not given)
6,8,7,13,27,.,15,39*,Cc1ccc(C)c(N(C)C(=O)c2nn(C)c3c2CSc2ccccc2-3)c1
0,-4,-3,-26,-9,-16,-10,-10,COc1ccc(CN2CCCCC23Cc2ccccc2CNC3=O)cc1 (stereo not given)
-9,9,-1,95*,16,64*,15,24,CCN(CC)c1nc(F)c2c(c1F)S(=O)(=O)CCN2Cc1ccccc1
-1,-1,-2,1,2,7,5,14,COc1cc(-c2nnc(C3(C)CCOCC3)o2)ccc1OC(C)C
-2,8,12,14,14,.,14,30,Cc1ncccc1C(=O)N[C@@H]1C[C@@H](Oc2cccc(F)c2)[C@H](O)[C@H]1N(C)C
0,0,-1,1,-3,-4,3,-13,CNc1nc(C2CCCN(C(=O)C3(c4ccccc4)CCOCC3)C2)nc2c1CCN(C)C2 (stereo not given)
-1,0,3,13,0,6,3,2,CCn1cc(Cl)c(C(=O)N2CCn3c(nnc3C(C)C)C2)n1
8,2,7,11,6,-2,2,15,Cc1ccc(S(=O)(=O)N2CCCCC2)cc1NC(=O)c1cc2c(s1)CCC2
-2,2,4,1,8,10,13,24,COc1ccc(S(=O)(=O)Nc2cccc(C(=O)Nc3cc(C)on3)c2)cc1
-2,-3,-3,-6,-7,2,0,-10,COc1ccc(NC(=O)c2cnc(NCc3ccccc3F)nc2C)c(OC)c1
-1,-4,-8,-3,-11,-6,-9,-22,Cn1cc(C(=O)NCc2ccc(-c3nc(C4CC4)ncc3-c3ccccn3)cc2)cn1
16,0,6,17,20,30,7,4,CCN(CC)S(=O)(=O)c1cc(C(=O)Oc2ccc(-c3ccc(C#N)cc3)cc2)ccc1C
5,1,6,-8,6,42*,-18,-47,O=C(NCc1ccccc1Cl)c1ccc(-c2ccc(N3CCCC3)nn2)cc1
-6,-3,-2,-13,-24,-25,-24,-50,CCc1nnc(Nc2cc(C3CCCN3C3CCOCC3)nc(C)n2)s1 (stereo not given)

Part of the list above, limited to USP17 inh and OTUD3 inh.
canonical_smiles,USP17 inh,OTUD3 inh
Cc1ccc(C)c(N(C)C(=O)c2nn(C)c3c2CSc2ccccc2-3)c1,.,15
COc1ccc(CN2CCCCC23Cc2ccccc2CNC3=O)cc1 (stereo not given),-16,-10

(list continues)
USP10 block,UCHL1 block,USP7 inh,USP8 inh,USP28 block,USP17 inh,OTUD3 inh,USP30 block,SMILES
4,4,2,3,-5,4,3,18,O=C(NCc1ccc(F)cc1)c1ccc(-c2ccc(F)cc2)o1
5,3,6,-6,-30,-23,-7,-30,Cc1ccc(-c2onc3ccc(C(=O)N4CCN(c5ccccc5)CC4)cc23)cc1
-1,-4,-17,-7,-6,-5,-1,-13,Cc1[nH]c(C)c(S(=O)(=O)N2CCCC2)c1-c1nnc(C2CCC2)o1
3,2,-15,-2,-1,6,2,4,Nc1c(Cl)cc(Cl)cc1C(=O)OCC(=O)N1CCCCCC1
-3,-1,2,30*,6,10,8,9,CCOc1ccc(CC(=O)NCC(=O)N2CCC3(CC2)NCCc2[nH]cnc23)cc1
7,5,-8,2,-2,7,1,7,Cc1ccc2cccc(OC(=O)/C=C/c3ccc(Cl)cc3)c2n1
-6,4,0,2,4,4,3,5,CC(=O)NC(Cc1cccc(F)c1)C(=O)NC1CCN(S(=O)(=O)c2cccc3ccccc23)CC1 (stereo not given)
6,1,5,19,9,58*,7,15,CC(C)N(C(=O)Cn1c(=O)[nH]c2ccccc21)c1ccccc1
3,0,4,20,6,14,14,18,Cc1cc(-c2cnc(C)nc2C2CCCN(C(=O)Cc3ccccc3F)C2)on1 (stereo not given)
-2,0,-1,55*,-16,1,-3,-24,COc1ccc(-c2c(-c3ccc(OCCN4CCOCC4)cc3O)n[nH]c2C)cc1OC
0,0,1,0,0,1,2,-1,Cc1cccn2cc(-c3cccc(NC(=O)CCC(=O)O)c3)nc12
